Assay outcomes (PubChem BioAssay)
HTR5A ag – HTR5A agonists in luminescence cell assay, primary screen, counter-screen for OPRM1-OPRD1 heterodimer agonist project, full-deck HTS; 5-hydroxytryptamine receptor 5A (Homo sapiens), P47898; cell-based; activation, % at 9.3 µM; 340,000 compounds, 0.61% hits; in the data active = activation mostly above about 9.5%, no sharp cut-off; inactive = mostly below about 7.6%;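 note: 0% = cells with vehicle only and 100% = reference agonist; strong numbers were not always called active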
Target sequence (P47898 whole entry, looked up): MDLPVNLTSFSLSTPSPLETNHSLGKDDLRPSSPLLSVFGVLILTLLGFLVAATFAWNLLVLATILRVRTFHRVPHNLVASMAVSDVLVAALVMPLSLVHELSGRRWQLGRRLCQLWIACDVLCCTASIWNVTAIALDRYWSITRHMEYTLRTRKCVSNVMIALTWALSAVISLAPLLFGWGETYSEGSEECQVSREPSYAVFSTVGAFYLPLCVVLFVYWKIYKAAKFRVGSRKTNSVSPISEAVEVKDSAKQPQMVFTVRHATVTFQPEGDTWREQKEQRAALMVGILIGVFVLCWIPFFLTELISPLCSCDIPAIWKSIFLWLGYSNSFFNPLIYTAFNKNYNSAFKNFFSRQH
SR-BI DiI inh – inhibitors of SR-BI mediated HDL lipid uptake, primary screen, ldlA[mSR-BI] cells, fluorescence, single point; AID 488896, 2010; Scavenger receptor class B member 1 (Mus musculus), Q61009; inhibition, % at 12.5 µM; ldlA[mSR-BI] CHO cells, DiI-HDL uptake fluorescence, 3 h; 320,000 compounds, 0.96% hits;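 active = mean replicate inhibition of at least 70% and a set share of replicates each scoring 70 or more; inconclusive = meets just one of the two criteria; inactive = fails both criteria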;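 note: 0% = median of neutral control wells and 100% = median of positive control wells; values of inactives mirror those of a sister screen read the other way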
CDK5 inh – inhibitors of human CDK5/p35 kinase, primary screen, biochemical, single concentration | 330,000 compounds, 0.01% hits | inhibition, % at 10 µM | Cyclin-dependent kinase 5 (Homo sapiens) + Cyclin-dependent kinase 5 activator 1 (Homo … | AID 488839, 2010 | Recombinant CDK5/p35, ADP-Glo luminescence, 60 min;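 active = highest replicate inhibition of at least 50% and at least 75% of replicates reaching 50%; inconclusive = only one of the two criteria met; inactive = both criteria failed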;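 note: plate controls were DMSO neutral control for no effect and GW8510 at 10 µM for full effect; many of its hits are not listed in these tables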
Target sequence (Q00535 whole entry, looked up): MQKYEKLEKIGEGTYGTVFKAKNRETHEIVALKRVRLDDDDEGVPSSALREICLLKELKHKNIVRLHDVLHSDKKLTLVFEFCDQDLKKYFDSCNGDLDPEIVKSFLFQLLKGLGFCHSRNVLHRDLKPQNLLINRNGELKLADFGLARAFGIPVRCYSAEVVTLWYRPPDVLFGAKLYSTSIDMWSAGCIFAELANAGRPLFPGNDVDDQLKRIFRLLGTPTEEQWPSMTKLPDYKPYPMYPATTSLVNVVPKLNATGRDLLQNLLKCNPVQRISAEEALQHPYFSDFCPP
Target sequence (Q15078 whole entry, looked up): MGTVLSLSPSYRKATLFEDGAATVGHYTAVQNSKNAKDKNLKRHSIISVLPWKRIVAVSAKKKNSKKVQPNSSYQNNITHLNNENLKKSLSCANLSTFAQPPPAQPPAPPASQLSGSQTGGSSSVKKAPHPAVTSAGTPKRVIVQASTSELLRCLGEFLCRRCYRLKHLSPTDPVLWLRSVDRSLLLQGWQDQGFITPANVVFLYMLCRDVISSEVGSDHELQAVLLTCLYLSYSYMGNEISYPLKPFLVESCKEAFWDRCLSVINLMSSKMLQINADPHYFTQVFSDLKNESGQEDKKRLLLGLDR
MITF act – activators of MITF-driven TRPM1 promoter reporter, primary screen, cell-based, SK-MEL-5, luciferase, single point; SK-MEL-5 TRPM1-promoter luciferase, 24 h; % of positive control, neutral wells = 0; activation, % at 12.5 µM; 300,000 compounds, 0.75% hits;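 active = mean activation of at least 80% with every replicate also reaching 80%; inconclusive = mean reaches 80% but some replicate falls short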;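 note: 0% = neutral control wells and 100% = parthenolide positive control wells; values of inactives mirror those of a sister screen read the other way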
Wnt bcat act – Wnt/beta-catenin pathway activators, primary screen, cell-based, plate reader, single point | Wnt/beta-catenin reporter cell assay, activator | activation, % at 9.35 µM | 300,000 compounds, 1.2% hits; in the data active = activation above about 30%, passing the limit was not always enough; inconclusive = no clear call, values can overlap the other calls;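 note: 0% = neutral control wells and 100% = positive control wells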
PvdQ acylase – P. aeruginosa PvdQ acylase inhibitors, primary screen, biochemical, fluorescence, plate reader and imaging, single point; AID 488965, 2010; inhibition, % at 10 µM; 340,000 compounds, 0.063% hits; PvdQ acylase [Pseudomonas aeruginosa LESB58]; purified PvdQ acylase; in the data active = inhibition above about 30%, passing the limit was not always enough; inconclusive = no clear call, values can overlap the other calls;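 note: 0% = vehicle neutral wells and 100% = reference inhibitor wells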
NSD2 HMT inh – NSD2 histone methyltransferase inhibitors, primary screen, biochemical, AlphaScreen, single concentration, set 2; AID 743445, 2014; NSD2 peptide methylation, 120 min; 310,000 compounds, 0.54% hits; inhibition, % at 12.5 µM; in the data active = inhibition above about 50%
dFosB act – activators of delta FosB homodimer, primary screen, biochemical, fluorescence polarization, TAMRA-CDK5 oligo, single point. Protein FosB (Mus musculus), P13346. purified delta FosB; percent of positive-control signal above neutral wells. activation, % at 25 µM. 340,000 compounds, 0.99% hits;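 active = mean activation above about 17%, with every replicate also reaching it, limit read from the data, passing the limit was not always enough; inconclusive = only one of the two conditions met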;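 note: fluorescence polarization rise as delta FosB binds a TAMRA Cdk5 AP-1 oligo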
HTR5A inv ctr – HTR5A inverse agonists in luminescence cell assay, primary screen, counter-screen for OPRM1-OPRD1 heterodimer inverse agonist project, full-deck HTS. 5-hydroxytryptamine receptor 5A (Homo sapiens), P47898. HTR5A cell line, inverse agonism. inhibition, % at 9.3 µM. 340,000 compounds, 0.083% hits. AID 504634, 2011; in the data active = inhibition mostly above about 23%, no sharp cut-off; inactive = mostly below about 18%;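 note: 0% = cells with DMSO and 100% = no-cell wells with DMSO; some compounds called inactive have numbers as strong as hits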
V-ATPase pH – regulators of yeast V-ATPase proton pumping, primary screen, pHLuorin cytosolic pH fluorescence; S. cerevisiae; response, % at 10 µM; 350,000 compounds, 0.37% hits; AID 504577, 2011; in the data active = response mostly above about 7.3%, no sharp cut-off; inactive = mostly below about 5.4%; note: actives read high; inactives centre near 0; some compounds called inactive have numbers as strong as hits; reference of the scale not given here
Starred values were filed as active, the others as inactive; ? = inconclusive; . = not tested or not shown.

SMILES | HTR5A ag | SR-BI DiI inh | CDK5 inh | MITF act | Wnt bcat act | PvdQ acylase | NSD2 HMT inh | dFosB act | HTR5A inv ctr | V-ATPase pH
Cc1ccc(C(=O)C(O)C(c2ccc(C)cc2)N2CCCCC2)cc1 (stereo not drawn) | -1 | -8 | -0.3 | 36 | 2 | -10 | 3 | -4 | 3 | 0
Cc1c(CCC(=O)O)c(=O)oc2cc3occ(-c4ccc(Br)cc4)c3cc12 | 1 | 3 | 0.6 | -5 | 1 | -14 | 1 | -64 | -5 | -2
Clc1ccc(Nc2nc3cccnc3s2)cc1 | 0 | -9 | 0.9 | 46 | -2 | -8 | -3 | -3 | 19 | 2
Cc1cc(CNC(=O)C2CCC(=O)N(CCc3ccc(Cl)cc3)C2)no1 (stereo not drawn) | -2 | -6 | -0.6 | 4 | 0 | -8 | -1 | -5 | 6 | 2
CCN(CC(=O)Nc1ccccc1C(F)(F)F)C(=O)CSCC(=O)Nc1cc(C)on1 | 0 | -6 | -0.2 | -6 | 0 | 9 | 0 | 0 | 0 | -4
O=C(CSc1nnc(-c2ccco2)n1Cc1ccco1)NCc1ccccc1 | -1 | -14 | -1.3 | -4 | -6 | 1 | 6 | -4 | 4 | -2
Cc1cc([N+](=O)[O-])c(NC2CCCCC2)c([N+](=O)[O-])c1 | -1 | 12 | -0.6 | 1 | -7 | 5 | 27 | 5 | -23 | -1
COc1ccc2c(c1)C(C)=CC(C)(C)N2C(=O)Nc1ccccc1 | 0 | -6 | -0.9 | -2 | . | -8 | 3 | 0 | 0 | -3
CCOC(=O)Cc1csc(NS(=O)(=O)c2ccc3ccccc3c2)n1 | 8 | 15 | 0.3 | -7 | -2 | -8 | 4 | -10 | -11 | 2
CCCCn1c(N)c(N(CCOC)C(=O)c2cc(-c3ccco3)nc3ccccc23)c(=O)[nH]c1=O | 9 | -4 | -0.4 | -13 | 0 | 1 | -1 | -14 | -27 | -2
Cc1ccccc1-n1c(=O)cc(N2CCc3ccccc32)[nH]c1=O | 3 | . | 0.3 | -16 | -1 | -1 | . | -4 | -8 | -1
O=C(CN1C(=O)NC2(CCCCC2)C1=O)Nc1ccc(N2CCOCC2)cc1 | 3 | -24 | -1.9 | -5 | . | -5 | 0 | 1 | 14 | 0
CC(=O)Nc1cccc(C(=O)N/N=C/c2ccc(C)o2)c1 | 3 | 2 | 0.1 | 2 | 1 | 6 | -1 | 0 | -8 | 0
Clc1ccccc1OCCCCN1CCNCC1 | 9 | -10 | -1.5 | -7 | -1 | -12 | 2 | -1 | -24 | 0
Cc1cccc(NC2CCCCC2NS(=O)(=O)c2ccccc2)c1 (stereo not drawn) | 5 | 11 | 0.3 | -3 | -2 | -7 | 11 | -3 | -13 | 0
CCN(CC)CCNC(=O)c1ccc(NC(=O)Cc2ccsc2)cc1 | 3 | -26 | 1.9 | 2 | -2 | -7 | 10 | -11 | 9 | 0
NC(=O)c1ccc(SCC(=O)NC2CCCCC2)c([N+](=O)[O-])c1 | 14* | -17 | -1.5 | -1 | -2 | -4 | -2 | -1 | 8 | 0
Cc1ccc(S(=O)(=O)N2CCC(C(=O)OC(C)C(=O)N3CCOCC3)CC2)cc1 (stereo not drawn) | -2 | 16 | 0.7 | 11 | 2 | -10 | 22 | -3 | 10 | -2
C=CCN(CC=C)Cc1nc(N)nc(Nc2ccccc2C)n1 | -2 | -10 | -4.5 | 4 | 1 | 2 | -2 | -5 | 4 | 1
CC(=O)NC(=S)Nc1ccc(N2CCOCC2)c(S(=O)(=O)Nc2cc(Cl)ccc2Cl)c1 | -2 | -14 | -2.2 | 11 | -1 | -10 | 3 | -4 | 5 | 2
O=C(N=C1SC2CS(=O)(=O)CC2N1c1ccccc1Cl)C1CCCO1 (stereo not drawn) | 5 | -13 | 1.0 | -6 | -1 | -12 | 20 | -3 | 3 | 8
COc1c(F)c(F)c(C(=O)Nc2ccc(NC(=O)Cc3ccccc3)cc2)c(F)c1F | 6 | . | -0.1 | 6 | 1 | -7 | -5 | ? | 1 | -3
Cc1occc1C(=O)NNC(=O)C1CCCC1 | 7 | -7 | 0.5 | -10 | 1 | 21 | 2 | -1 | -29 | 1
Cc1oc(-c2ccc(Cl)cc2)nc1CN1CCC(C(=O)NCc2cccs2)CC1 | 2 | -6 | -0.2 | 24 | . | -17 | -2 | -2 | -19 | -7
Cc1ccc(-c2ccc(S(=O)(=O)NCC3CCCO3)cc2)cc1 (stereo not drawn) | 9 | -3 | -0.8 | 6 | -1 | -7 | -4 | -6 | 24 | 2
CCn1cc(C(=O)N2CCN(c3ccccn3)CC2)c(=O)c2cc(S(=O)(=O)N(C)C3CCCCC3)ccc21 | 1 | 18 | -1.5 | 10 | -1 | 2 | 0 | -3 | -11 | 0
Cc1ccccc1C(=O)Nc1ccccc1C(=O)NCc1ccccc1 | 0 | 14 | 0.6 | -5 | -5 | -5 | -3 | -4 | 0 | 4
S=c1nc[nH]c2c1ncn2-c1ccc(Cl)cc1 | -1 | -6 | -2.3 | 8 | 1 | -12 | -2 | -1 | 2 | -2
COCCN(CC(=O)NC1CCCCC1)C(=O)c1csnn1 | 0 | 1 | -1.8 | -12 | . | -4 | 4 | 5 | 0 | -2
O=C(Nc1ccc(Cl)cc1)N1CCOC12CCCCC2 | -2 | -19 | -3.3 | 2 | -1 | -2 | -4 | 0 | 6 | -1
O=C(NNS(=O)(=O)c1ccc(C(=O)NC2CCCC2)cc1)c1ccncc1 | 0 | -16 | -0.7 | 7 | -1 | 4 | -7 | 6 | -17 | 0
Cn1nnc2cc(NC(=O)Nc3cccc(C(F)(F)F)c3)ccc21 | 9 | -4 | -2.3 | 12 | 1 | -11 | -2 | -1 | -36 | 1
O=S(=O)(Nc1cc(S(=O)(=O)N2CCOCC2)ccc1N1CCOCC1)c1ccc2c(c1)OCCO2 | -1 | -2 | 0.2 | 6 | 3 | -13 | -2 | -4 | 2 | 0
CCCCOc1ccc(C(=O)NCC(=O)OCC(=O)c2c(N)n(C)c(=O)n(C)c2=O)cc1 | -1 | 0 | -0.2 | 11 | -3 | -11 | 0 | -20 | 4 | -1
O=C(Cn1nnc2ccccc21)Nc1ccccc1[N+](=O)[O-] | 4 | 21 | -2.9 | -1 | -2 | -7 | 5 | 1 | -12 | 0
CCN1CCN(c2nc(C)c3c(n2)CC(C)CC3=O)CC1 (stereo not drawn) | 2 | -33 | -1.1 | -5 | 10 | -1 | 14 | -12 | -5 | -3
CCOC(=O)N1CCC(NC(=O)C2CCCN(C(=O)c3cc4sccc4n3C)C2)CC1 (stereo not drawn) | 4 | 40 | 0.7 | 5 | -3 | 3 | . | 3 | 15 | 2
N#Cc1cc([N+](=O)[O-])ccc1NCCc1ccccn1 | -3 | 15 | 0.7 | 2 | 0 | -5 | -3 | -1 | 7 | 2
CCCCn1c(N)c(N(CCOC)C(=O)CSc2nnc(C)n2-c2ccc(OC)cc2)c(=O)[nH]c1=O | 2 | -16 | -0.1 | -15 | -3 | -13 | . | -16 | 0 | -3
O=C(NCc1ccccc1Cl)C1CCN(S(=O)(=O)N2CCOCC2)CC1 | -6 | -17 | -1.6 | 6 | 2 | -17 | -2 | 6 | 16 | 0
Brc1ccc(-c2nc(-c3ccncc3)no2)cc1 | -2 | -3 | -0.7 | 66 | ? | 2 | -4 | -4 | 5 | -1
OC1CCCN(Cc2cccc3ccccc23)C1 (stereo not drawn) | -3 | -13 | 1.2 | . | 0 | -18 | 1 | -4 | -2 | 2
N/C(Cc1ccc(Cl)cc1)=N\OC(=O)c1ccccc1 | 5 | 11 | -0.5 | 8 | . | -13 | -1 | -1 | 4 | 2
O=C(NNC(=O)C1CCN(S(=O)(=O)c2cccc(Cl)c2)CC1)C1CC1 | 2 | . | -2.3 | 7 | 0 | -8 | -2 | -3 | -21 | 1
Cc1nc2ccccn2c1C(=O)NNC(=O)Nc1ccccc1 | 1 | -5 | -0.3 | 17 | 5 | 4 | 0 | 3 | 8 | -3
COc1ccc(CN(C(=O)Cc2cccs2)C(C(=O)NC2CCCC2)c2ccncc2)cc1 (stereo not drawn) | -2 | -19 | 0.5 | -6 | . | -11 | . | -13 | -23 | 1
CCn1nc(NC(=O)c2ccccc2)c2cc3cccc(C)c3nc21 | -3 | 26 | -0.3 | . | -3 | -17 | -3 | -11 | -8 | -1
COc1nc(OCCNC(=O)Nc2ccccc2)nc(N(C)C)n1 | -2 | 15 | 0.0 | 11 | -1 | 12 | -1 | 1 | 6 | -1
CCN(Cc1ccccc1)C(=O)CCc1nc(CN2CCN(C(=O)c3ccc([N+](=O)[O-])cc3)CC2)no1 | -1 | 3 | 0.9 | -1 | -1 | -11 | -2 | 1 | 7 | 4
O=C(CN1CCN(Cc2ccccc2Cl)C1=O)NCCCN1CCOCC1 | -2 | -17 | -1.6 | -15 | 3 | -17 | 3 | 2 | 5 | 5
CCCCn1c(N)c(N(CCOC)C(=O)CSc2nnc(-c3ccco3)n2CC)c(=O)[nH]c1=O | -1 | -12 | 0.2 | -5 | 18 | -15 | 0 | 0 | 7 | -1
CCCN1CCCc2cc(CN)ccc21 | 1 | 18 | -0.1 | -36 | 0 | 4 | . | 3 | -5 | 1
COc1ccc(NC(=O)C2CCCO2)cc1 (stereo not drawn) | 0 | 31 | -2.6 | . | 1 | -5 | 4 | -2 | -3 | 3
CC(O)[C@@H](NC(=O)C1CCC(CNC(=O)[C@H](Cc2ccccc2)NC(=O)OC(C)(C)C)CC1)C(=O)O (stereo partly drawn) | 0 | -14 | 1.7 | 10 | -1 | 11 | -2 | -10 | -1 | -1
O=C(CN1C(=O)COc2ccccc21)NCCCN1CCN(Cc2ccccc2)CC1 | 0 | -23 | -2.5 | -10 | 0 | -14 | -1 | -9 | 7 | -1
CCOC(=O)CC1=C(C(=O)OCC)C(c2cccnc2)C(C#N)=C(N)O1 (stereo not drawn) | 1 | -7 | -0.6 | -6 | . | -8 | -2 | -5 | 2 | -7
COc1ccc(N(CC(=O)N2CCN(Cc3ccccc3)CC2)S(C)(=O)=O)c(OC)c1 | 2 | -7 | -6.2 | . | 0 | -2 | -1 | -2 | -9 | 1
COc1ccc2c(CC(=O)NCCN3C(=O)S/C(=C\c4cccnc4)C3=O)coc2c1 | -5 | 17 | 2.2 | -12 | -2 | -1 | 0 | -17 | 13 | 0
